Assay outcomes (PubChem)
Efflux pump mplx: inhibitors of Candida antifungal efflux pumps expressed in yeast; AID 485275; S. cerevisiae Candida pump triplex, Nile Red efflux; inhibition, % at 10 µM; 0.44% of 330,000 active;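 active = plate passing quality check with inhibition over a set limit, or well fluorescence over plate mean plus 4 SD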;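 note: Nile Red retained in pooled yeast measured as flow cytometry median fluorescence; 0% = buffer negative control and 100% = Enniatin B positive control; higher means more Nile Red kept so more efflux inhibition; some compounds called inactive have numbers as strong as hits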
TPT1 inhibitor: blocks Candida albicans tRNA 2'-phosphotransferase. recombinant caTPT1, FP RNA substrate dephosphorylation. inhibition, % at 5 µM. 0.81% of 300,000 active;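 active = inhibition above the mean of all tested compounds plus 3 SD, set per screening campaign, cut at about 24% in these data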;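 note: plate controls were DMSO alone for no effect and ferristatin control at 100 nM for full effect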
JMJD2C inh: inhibitors of human GASC-1 (JMJD2C) demethylase; Q9H3R0; GST-JMJD2C(1-420) H3K9me3 demethylation, DELFIA europium; inhibition, % at 2.35 µM; 0.069% of 330,000 active; AID 2099;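 active = more than half of a compound's replicate wells show inhibition beyond 50%, single wells judged on their own value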;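 note: signal counts dimethyl H3K9 product captured on neutravidin plate; 0% = median of DMSO wells and 100% = 0.3 times that DMSO median; strong numbers were not always called active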
PP1 inh: counter-screen for PP5 inhibitors: inhibitors of human PP1-alpha | AID 2235 | P62136 | inhibition, % at 6.7 µM | purified PP1alpha, OMFP fluorescence | 0.9% of 320,000 active;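 active = inhibition above the mean inhibition of all tested compounds plus 3 SD, computed separately for each screening campaign, cut at about 15% in these data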
Target sequence (P62136 whole entry, looked up): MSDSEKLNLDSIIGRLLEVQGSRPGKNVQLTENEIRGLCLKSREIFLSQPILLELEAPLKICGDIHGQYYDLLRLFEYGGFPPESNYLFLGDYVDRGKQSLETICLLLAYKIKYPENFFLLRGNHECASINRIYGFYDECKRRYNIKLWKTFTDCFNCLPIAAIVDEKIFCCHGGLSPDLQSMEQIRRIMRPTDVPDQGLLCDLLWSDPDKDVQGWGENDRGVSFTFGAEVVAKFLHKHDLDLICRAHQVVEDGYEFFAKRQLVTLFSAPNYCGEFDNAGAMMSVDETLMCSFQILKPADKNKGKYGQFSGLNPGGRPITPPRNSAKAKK
PREPL inh: human PREPL enzyme inhibition | recombinant PREPL, fluorescence polarization activity-based probe | Q4J6C6 | inhibition, % at 5.96 µM | 0.68% of 320,000 active; in the data active = inhibition above about 43%;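 note: 0% = enzyme with DMSO and 100% = wells lacking enzyme; many of its hits are not listed in these tables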
PP5 inh: blocks human protein phosphatase 5 activity. P53041. inhibition, % at 6.7 µM. 0.18% of 320,000 active. AID 1987. purified PP5c, OMFP substrate fluorescence;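 active = inhibition above the campaign's mean inhibition across all tested compounds plus 3 SD, cut at about 9.5% in these data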;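 note: 0% = DMSO only and 100% = 100 µM cantharidin control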
Target sequence (P53041 whole entry, looked up): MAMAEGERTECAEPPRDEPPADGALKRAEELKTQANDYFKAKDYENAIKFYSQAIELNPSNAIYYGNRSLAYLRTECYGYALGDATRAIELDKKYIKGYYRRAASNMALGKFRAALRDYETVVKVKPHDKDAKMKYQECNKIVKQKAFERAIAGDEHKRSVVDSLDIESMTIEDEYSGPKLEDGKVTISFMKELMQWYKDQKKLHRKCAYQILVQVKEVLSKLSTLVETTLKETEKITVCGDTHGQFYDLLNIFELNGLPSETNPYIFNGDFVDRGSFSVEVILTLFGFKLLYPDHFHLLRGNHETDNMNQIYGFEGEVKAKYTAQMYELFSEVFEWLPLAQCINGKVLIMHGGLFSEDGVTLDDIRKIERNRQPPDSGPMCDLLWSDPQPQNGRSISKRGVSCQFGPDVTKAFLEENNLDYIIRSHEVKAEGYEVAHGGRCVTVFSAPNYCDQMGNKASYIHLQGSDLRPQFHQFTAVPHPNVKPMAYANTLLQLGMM
CTSL1 counter: cathepsin L1 inhibition, PFM18AAP counter-screen. 0.49% of 300,000 active. recombinant F. hepatica cathepsin L1, Z-Leu-Arg-MCA fluorescence. inhibition, % at 5.96 µM;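 active = inhibition above the mean of all tested compounds plus 3 SD, set per screening campaign, cut at about 17% in these data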;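 note: 0% = plate median of test compound wells and 100% = 1 µM Z-Phe-Ala-diazomethylketone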
core dimer inh: HCV core protein dimerization inhibition | TR-FRET GST/Flag-core106 dimerization, 1536-well | inhibition, % at 5 µM | 0.33% of 300,000 active | AID 1899;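 active = inhibition above the mean of all tested compounds plus 3 SD, set per screening campaign, cut at about 45% in these data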
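System – GST-tagged and Flag-tagged HCV core protein residues 1-106 · Repeats – one well for each compound · Technique – TR-FRET 671 and 617 nm emission · Doses – one concentration, 5 µM, in 0.5% DMSO · Times – 4 h, 22.5 °C incubation · Also added – Eu donor and XL665 acceptor anti-tag antibodies · Measure – percent inhibition of core106 dimerization signal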
LYPLA2 counter: counter-screen for PME1 inhibitors: inhibitors of human LYPLA2; 0.38% of 320,000 active; recombinant LYPLA2, FP-Rh probe fluorescence polarization; AID 2177; inhibition, % at 5.9 µM; O95372;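 active = inhibition above the screen-wide mean plus 3 SD, limit set per campaign, cut at about 26% in these data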;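 note: 0% = LYPLA2 with DMSO and 100% = wells lacking LYPLA2 enzyme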
Target sequence (O95372 whole entry, looked up): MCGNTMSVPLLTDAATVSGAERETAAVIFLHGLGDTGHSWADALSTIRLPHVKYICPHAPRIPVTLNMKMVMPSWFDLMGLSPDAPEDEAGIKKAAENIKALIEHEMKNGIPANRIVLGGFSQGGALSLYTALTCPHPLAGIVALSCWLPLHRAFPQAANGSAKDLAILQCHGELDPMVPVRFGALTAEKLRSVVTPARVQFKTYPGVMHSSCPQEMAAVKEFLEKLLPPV
An asterisk follows results filed as active; · = no result given; & = joins results of further samples. Not all compounds are listed; rates above refer to the full screens.

SMILES	Efflux pump mplx	TPT1 inhibitor	JMJD2C inh	PP1 inh	PREPL inh	PP5 inh	CTSL1 counter	core dimer inh	LYPLA2 counter
Cc1ccc(C(C(=O)NCc2ccco2)N(C(=O)CNC(=O)c2cccs2)c2c(C)cccc2C)cc1 (stereo not given)	0.1	-5	-16	-2	0	1.6	-3	16	-8
COc1cccc2cc(C(=O)Nc3cccnc3N3CCOCC3)c(=O)oc12	-0.2	-4	3&-4	-2	-2	1.2	-1	-2	-2
Nc1nc(NCCCN2CCOCC2)nc(Nc2ccccc2)c1[N+](=O)[O-]	-0.5	-1	5	-3	13	-0.9	-3	-3	-5
CC(C)OC(=O)/C(=C\C=C\c1ccccc1)NC(=O)c1ccccc1	0.2	3	-3	-2	-10	3.5	0	-4	0
COc1cc(NS(=O)(=O)c2ccc(Nc3nc(-c4ccccn4)cs3)cc2)nc(OC)n1	0.1	3	16	63*	0	7.1	0	4	0
COc1ccc(NN=Nc2nc3c([nH]2)c(=O)n(C)c(=O)n3C)cc1	-0.1	-4	38	-3	7	-0.1	-1	-7	2
Cc1cc(OCC(=O)N[C@@H](Cc2ccccc2)c2nc3ccccc3[nH]2)ccc1Cl	0.1	-2	12	-3	-1	1.2	-2	4	-2
C=CCNC(=O)CN1CCC(n2nnc3cc(C(F)(F)F)ccc32)CC1	-0.1	3	3	-6	1	-3.8	-5	-3	1
O=C(COc1ccccc1Br)NCc1ccccn1	0.0	-2	-2	3	14	3.6	-6	-5	5
CCN(CC)c1ccc(NC(=O)c2cccnc2)cc1	0.1	0	1	-6	0	-0.7	2	-15	1
CCOc1ccc(NC(=O)CC2C(=O)N(c3ccccc3)C(=O)N2Cc2ccco2)cc1 (stereo not given)	0.2	0	-16	-3	-1	-2.1	0	-1	-6
CC(=O)Nc1ccc(C(=O)Nc2ccc3c(c2)OCCO3)cc1	0.0	-1	-10	-1	-2	-1.6	1	10	0
CCC(=O)N1CCc2cc(S(=O)(=O)CCC(=O)NC3CCCCC3)ccc21	-0.1	1	2	-1	2	-1.5	1	-3	3
O=C(CNC(=O)C1(c2ccccc2)CC1)Nc1ccc(F)c(F)c1	0.0	5	2	1	-10	2.0	2	1	3
O=C(O)c1ccc(NC(=S)NC(=O)C(c2ccccc2)c2ccccc2)cc1	0.0	-4	6	4	-11	3.1	2	3	5
COc1cccc(-c2nc(Oc3cc(C)cc(C)c3)c3ccccc3n2)c1O	0.0	-1	-11	0	13	0.2	0	-2	8
CC(C)CN(C(=O)C1CC1)C1CCS(=O)(=O)C1 (stereo not given)	-0.1	-3	69	-5	2	0.1	-3	-5	2
O=C(Cn1nnc(-c2ccccc2)n1)NC(=O)NC1CCCC1	0.2	·	·	0	15	1.9	·	·	-2
CCCCC1(C)NC(=O)c2c(C)sc(C(=O)OCC)c2N1 (stereo not given)	0.0	-2	-1	-1	-14	0.4	4	3	3
Nn1c(SCC(=O)Nc2ccccc2)nnc1C1CCCCC1	0.2	0	-3	-6	2	2.0	4	-1	-2
Cc1ccc2nsnc2c1NC(=O)c1ccc(-c2cc(Cl)ccc2Cl)o1	0.0	1	4	25*	-11	4.5	6	-2	-13
O=C(O)CCN1CCc2ccccc21	-0.1	1	-3	-2	1	-0.6	-2	-7	-4
Cc1c(-c2ccccc2)nc2ccccc2c1C(=O)Nc1ccncc1	0.3	1	-8	-3	4	2.1	0	4	8
Cc1cc(=O)[nH]c(N/N=C/c2cccc([N+](=O)[O-])c2)n1	0.1	0	-2	0	-6	3.5	-2	4	-4
COCC(=O)N/N=C(\C)CC(=O)Nc1ccccc1C(N)=O	-0.1	-8	6	-2	14	-1.8	1	-10	1

(cont.)
SMILES	Efflux pump mplx	TPT1 inhibitor	JMJD2C inh	PP1 inh	PREPL inh	PP5 inh	CTSL1 counter	core dimer inh	LYPLA2 counter
CN1CCN(C(CNC(=O)C(=O)Nc2ccc3c(c2)OCO3)c2ccc(F)cc2)CC1 (stereo not given)	0.0	-1	8	-6	14	4.4	4	-3	4
CCC1CCCCN1CCCNC(=O)CNC(=O)c1nn(-c2ccc(OC)cc2)c(=O)c2ccccc12 (stereo not given)	1.1	-3	-8	-1	17	2.6	4	-9	2
Cc1noc(C)c1COc1ccccc1C(=O)N1CCN(S(=O)(=O)c2cccc([N+](=O)[O-])c2)CC1	-0.1	·	5	-3	26	1.4	·	·	0
O=C(N/N=C/c1ccc2cccnc2c1)c1nc2ccccc2c(=O)[nH]1	-0.1	1	3	0	2	-1.5	3	-1	14
CC(=O)Nc1ccc(NC(=O)C(C)OC(=O)C2CC3C=CC2C3)cc1 (stereo not given)	-0.1	1	3	-1	7	0.3	-5	-3	2
O=C(Nc1ccccc1C(=O)N1CCCCCC1)c1ccccc1	0.2	2	63	-6	3	1.6	-2	-6	-6
Oc1ccc(Br)cc1/C=N/n1c(C2CCCCC2)n[nH]c1=S	0.0	-1	-8	2	8	0.7	-3	9	8
CCCn1c(=S)[nH]c2ccc(C(F)(F)F)cc21	-0.1	-4	3	0	-4	-0.2	-2	-5	4
O=C(c1ccccc1)c1ccc(OCC(O)CN2CCCC2)cc1 (stereo not given)	0.0	-2	1	-11	-17	-0.8	-5	5	8
O=C(Nc1nccs1)c1cccc(NC(=O)c2ccco2)c1	-0.1	-2	0	1	5	1.0	-3	-7	1
COc1cc(-c2nnco2)cc(OC)c1OC	0.9	-3	31	-11	-4	2.0	0	-9	-4
Clc1cccc(CSc2nnc(-c3cccnc3)n2Cc2ccco2)c1	0.2	4	14	-2	6	0.3	0	4	-2
O=C(NCCNc1ccccc1[N+](=O)[O-])c1cc(F)c(F)cc1Cl	-0.1	0	4	1	1	1.2	-1	-3	-1
Cc1cc(-c2n[nH]c(=S)n2-c2ccc(C)c(C)c2)no1	-0.1	3	1	-8	1	-1.4	-5	-6	4
COc1cc(C(C(=O)NC2CCCC2)N(C(=O)Cc2cccs2)C2CC2)cc(OC)c1OC (stereo not given)	-0.3	-3	6	-4	-5	2.7	-1	-4	0
COCCn1c(SCC(=O)NCc2ccccc2)nc2ccccc21	-0.3	0	-3	-1	-11	3.0	-1	-6	3
N#CCCn1cc(C=O)c(-c2cccs2)n1	0.7	0	-17	0	5	1.2	3	0	-4
CCCn1c(=O)c2c(c3ccccc31)OCC(=O)N2	0.0	-6	1	-3	10	1.3	3	0	-9
Cc1ccc(-n2c(=O)[nH]cc(C(=O)N3CCc4ccccc43)c2=O)cc1	-0.1	0	-4	-3	9	0.7	-1	-4	11
N#CC1=C(N)OC2=C(CCc3ccccc32)C1c1ccccc1 (stereo not given)	0.1	-3	-3	3	10	3.4	3	0	1
CCSc1nnc(NC(=O)c2cccs2)s1	0.1	4	-4	-1	10	-2.7	-1	-2	5
C/C(=N/NC(=O)c1ccccn1)c1ccncc1	-0.3	-7	-12	7	22	0.6	-3	-18	6
CCOC(=O)N1CCN(C(=O)CNCc2cccs2)CC1	-0.1	2	13	-1	4	-1.1	-5	-1	-6
COc1ccc2cc(CN(C(=O)Nc3ccccc3OC)C3CCCC3)c(=O)[nH]c2c1	0.0	-2	-8	-7	6	1.5	0	7	2
COc1ccc(NC(=O)CS(=O)CC(=O)Nc2cccc3cccnc23)cc1 (stereo not given)	0.1	-1	5	0	1	-1.5	2	-2	-4

Next part.
SMILES	Efflux pump mplx	TPT1 inhibitor	JMJD2C inh	PP1 inh	PREPL inh	PP5 inh	CTSL1 counter	core dimer inh	LYPLA2 counter
O=C(CSc1nc2ccccc2[nH]1)c1ccc2c(c1)OCO2	0.2	1	-9	4	7	-0.6	5	-5	-1
CC(C)CCN1CCN(Cc2ccon2)CC1CCO (stereo not given)	0.0	0	2	0	-12	-0.9	-3	6	2
CSCCc1nc(SCC(=O)Nc2nnc(C)s2)[nH]c1C	0.0	1	-5	4	-3	3.1	-5	-2	3
O=c1c2nncn2c2cc(C(F)(F)F)ccc2n1CCNc1ncc(C(F)(F)F)cc1Cl	-0.1	-2	-4	-1	9	2.0	3	-1	8
CC(C)CSc1ncnc2c1oc1nc3c(cc12)COC(C)(C)C3	-0.2	1	-2	2	2	2.8	-5	1	0
COCCN(Cc1cc2cc3c(cc2n2nnnc12)OCO3)C(=O)c1ccccc1F	-0.1	-2	7&-10	0	12	2.9	-2	-4	2
Cc1ccc(NC(=O)CN(C)c2ccc(S(=O)(=O)N3CCN(C)CC3)cn2)cc1	0.0	1	-3	4	-6	2.2	-1	-2	4
CCOC(=O)C1=C(C)NC(C)=C(C(=O)OCC)C1C	4.0	0	1	-5	1	-1.9	0	0	-8
CCc1ccc(O)c(-c2cc(C(=O)Nc3cccnc3)[nH]n2)c1	0.1	-3	-7	-4	10	-0.4	-1	-1	-19
Cc1nn(-c2ccccc2)c(Cl)c1/C=N/NC(=O)CNC(=O)c1ccccc1Cl	-0.1	-5	-5	1	-3	0.6	7	3	2

As a short view, 15 of the compounds above.
SMILES	Efflux pump mplx	TPT1 inhibitor	JMJD2C inh	PP1 inh	PREPL inh	PP5 inh	CTSL1 counter	core dimer inh	LYPLA2 counter
CCCn1c(=O)c2c(c3ccccc31)OCC(=O)N2	0.0	-6	1	-3	10	1.3	3	0	-9
Cc1ccc(-n2c(=O)[nH]cc(C(=O)N3CCc4ccccc43)c2=O)cc1	-0.1	0	-4	-3	9	0.7	-1	-4	11
N#CC1=C(N)OC2=C(CCc3ccccc32)C1c1ccccc1 (stereo not given)	0.1	-3	-3	3	10	3.4	3	0	1
CCSc1nnc(NC(=O)c2cccs2)s1	0.1	4	-4	-1	10	-2.7	-1	-2	5
C/C(=N/NC(=O)c1ccccn1)c1ccncc1	-0.3	-7	-12	7	22	0.6	-3	-18	6
CCOC(=O)N1CCN(C(=O)CNCc2cccs2)CC1	-0.1	2	13	-1	4	-1.1	-5	-1	-6
COc1ccc2cc(CN(C(=O)Nc3ccccc3OC)C3CCCC3)c(=O)[nH]c2c1	0.0	-2	-8	-7	6	1.5	0	7	2
COc1ccc(NC(=O)CS(=O)CC(=O)Nc2cccc3cccnc23)cc1 (stereo not given)	0.1	-1	5	0	1	-1.5	2	-2	-4
O=C(CSc1nc2ccccc2[nH]1)c1ccc2c(c1)OCO2	0.2	1	-9	4	7	-0.6	5	-5	-1
CC(C)CCN1CCN(Cc2ccon2)CC1CCO (stereo not given)	0.0	0	2	0	-12	-0.9	-3	6	2
CSCCc1nc(SCC(=O)Nc2nnc(C)s2)[nH]c1C	0.0	1	-5	4	-3	3.1	-5	-2	3
O=c1c2nncn2c2cc(C(F)(F)F)ccc2n1CCNc1ncc(C(F)(F)F)cc1Cl	-0.1	-2	-4	-1	9	2.0	3	-1	8
CC(C)CSc1ncnc2c1oc1nc3c(cc12)COC(C)(C)C3	-0.2	1	-2	2	2	2.8	-5	1	0
COCCN(Cc1cc2cc3c(cc2n2nnnc12)OCO3)C(=O)c1ccccc1F	-0.1	-2	7&-10	0	12	2.9	-2	-4	2
Cc1ccc(NC(=O)CN(C)c2ccc(S(=O)(=O)N3CCN(C)CC3)cn2)cc1	0.0	1	-3	4	-6	2.2	-1	-2	4
